# Screening results: PubChem BioAssay, several laboratories
# Wee1 stabilizer: human Wee1 degradation inhibition, primary screen. reporter increase, % at 5 µM. HeLa Luc-Wee1K328M stability, luciferase luminescence; 100% = proteasome inhibitor MG132 effect. P30291. hit rate 1.2% among 220,000;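 active means activation above the mean of all tested compounds plus 3 SD, set per screening run, cut at about 8.8% in these data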;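 further: cells exposed to compound for 20 h before luminescence read; 0% = DMSO alone and 100% = MG132 at 30 µM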
# Tb hexokinase: T. brucei hexokinase 1 inhibition | hit rate 0.11% among 220,000 | recombinant TbHK1, G6PDH-coupled NADH A340 | inhibition, % at 10 µM;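 active means inhibition of 50% or more in the single-dose primary screen; inactive means inhibition below 50%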
# TNF death inh: inhibitors of TNF-alpha induced necroptosis in Jurkat FADD-/- cells. Jurkat FADD-/- TNF necroptosis rescue, ATP luminescence, 24 h; 0 = TNF only, 100 = no-TNF cells. activation (protection from cell death), % at 10 µM. hit rate 0.068% among 220,000. AID 463075;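 active means activation, meaning protection from cell death, of at least 50% relative to plate controls; inactive means activation below 50%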;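 further: necroptosis triggered by 40 ng/mL TNF-alpha added together with compound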
# CHOP inhibitor: inhibitors of CHOP induction in ER stress response; CHO-K1 CHOP-promoter luciferase, tunicamycin-induced, 15-18 h; hit rate 3.8% among 220,000; inhibition, % at 10 µM;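 active means compounds that reduced the stress-induced luciferase reporter signal by more than about 70% of percent inhibition, limit read from the data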;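 further: 0% = tunicamycin plus vehicle and 100% = wells without tunicamycin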
# FXIIa inh: factor XIIa (human) inhibition; hit rate 0.3% among 220,000; purified FXIIa, Boc-QGR-AMC fluorogenic substrate, 2 h; inhibition, % at 5 µM; P00748; in the data active means inhibition above about 40%;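 further: 0% = enzyme with no compound and 100% = blank without enzyme; many of its hits are not listed in these tables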
# Target sequence (P00748 20-372 limits assumed): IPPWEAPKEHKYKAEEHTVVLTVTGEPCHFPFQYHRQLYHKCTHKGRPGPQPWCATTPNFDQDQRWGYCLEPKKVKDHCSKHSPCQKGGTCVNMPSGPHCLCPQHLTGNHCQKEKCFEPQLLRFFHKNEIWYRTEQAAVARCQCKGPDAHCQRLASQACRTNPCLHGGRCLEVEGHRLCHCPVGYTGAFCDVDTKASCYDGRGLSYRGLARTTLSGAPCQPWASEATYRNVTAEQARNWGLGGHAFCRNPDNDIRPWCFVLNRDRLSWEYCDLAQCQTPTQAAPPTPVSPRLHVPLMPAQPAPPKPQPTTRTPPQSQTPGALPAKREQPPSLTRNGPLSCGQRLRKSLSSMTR
# Target sequence (P00748 373-615 limits assumed): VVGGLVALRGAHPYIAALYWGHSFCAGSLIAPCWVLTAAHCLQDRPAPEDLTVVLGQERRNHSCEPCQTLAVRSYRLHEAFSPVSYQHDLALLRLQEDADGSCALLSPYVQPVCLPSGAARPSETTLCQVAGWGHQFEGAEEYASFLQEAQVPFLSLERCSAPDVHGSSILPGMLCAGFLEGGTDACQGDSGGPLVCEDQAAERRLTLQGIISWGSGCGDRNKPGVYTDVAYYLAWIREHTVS
# zVAD death inh: L929 zVAD cell death inhibition; L929 zVAD necroptosis rescue, ATP luminescence, 24 h; with zVAD 60 µM; viability rescue, % at 10 µM; hit rate 0.38% among 220,000;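 active means activation, scaled between plate controls, above about 75%, limit read from the data; inactive means activation under that limit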;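 further: 0% = zVAD with DMSO and 100% = DMSO alone without zVAD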
# PPC-1+TRAIL kill: compounds killing PPC-1 cancer cells with TRAIL present (potentiator screen, no TRAIL-free arm); PPC-1 cells + TRAIL, ATPLite viability luminescence; cell killing (% activity), % at 4 µM; hit rate 0.41% among 220,000;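 active means cell killing above 50% in the first pass at 4 µM, then a duplicate retest at 5 µM averaging 50% or more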;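 further: plate controls were cells with TRAIL plus DMSO for no effect and medium-only wells lacking cells for full effect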
# PGE2 EP2 inh: blocks the human prostaglandin E2 receptor EP2; inhibition, % at 25 µM; hit rate 0.52% among 260,000; C6 glioma cells expressing human EP2, cAMP TR-FRET; cells stimulated with saturating PGE2; P43116; AID 1422;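 active means percent inhibition above 40 after rounding to a whole number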;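 further: rat C6 glioma host cells with rolipram phosphodiesterase inhibitor present; the protocol text gives 20 µM as final concentration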
# Target sequence (P43116 whole entry, looked up): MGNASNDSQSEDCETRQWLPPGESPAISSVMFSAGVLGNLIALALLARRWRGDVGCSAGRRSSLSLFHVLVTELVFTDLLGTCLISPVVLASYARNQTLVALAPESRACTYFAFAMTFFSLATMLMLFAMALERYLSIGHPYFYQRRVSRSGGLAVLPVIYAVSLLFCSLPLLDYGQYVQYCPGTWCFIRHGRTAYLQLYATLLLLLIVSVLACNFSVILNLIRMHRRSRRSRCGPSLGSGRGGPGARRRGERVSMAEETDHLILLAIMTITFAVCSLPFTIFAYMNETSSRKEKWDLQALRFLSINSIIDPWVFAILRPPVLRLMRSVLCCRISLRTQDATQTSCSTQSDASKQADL
# FXIa inh 1536: factor XIa (human) inhibition; purified FXIa, Boc-Glu-Ala-Arg-AMC fluorogenic substrate; inhibition, % at 5 µM; hit rate 0.14% among 220,000;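 active means inhibition of at least 40%; inactive means inhibition below 40%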;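 further: fluorescence of freed AMC excited at 355 nm; 0% = enzyme without compound and 100% = no enzyme blank; many of its hits are not listed in these tables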
# An asterisk follows results filed as active; x = not tested or not shown; & = joins results of further samples.
# Screens in order – PPC-1+TRAIL kill	FXIIa inh	FXIa inh 1536	PGE2 EP2 inh	zVAD death inh	Tb hexokinase	Wee1 stabilizer	TNF death inh	CHOP inhibitor
> CCCOC(=O)C1=C(C)NC2=C(C(=O)C(C(=O)OC)C(C)C2)C1c1ccc(N(CC)CC)cc1 (stereo not given)
→ 3	0	2	6	0.5	-19	2	-0.9	48
> Cc1ccccc1Nc1nc(N)nc(CN(C)Cc2ccccc2Cl)n1
→ -5	0	-12	2	-0.1	9	-1	1.8	6
> COc1ccc(S(=O)(=O)N2CCC(C(=O)NCc3ccccn3)CC2)cc1OC
→ 29	16	1	5&11	0.0	6	2	0.3	16
> CC(=C/C(=O)O)/C=C/c1ccc(Cl)o1
→ 13	16	12	9	-0.6	-6	-2	-1.8	16
> CCOC(=O)N1CCN(c2c(NCCCN(C)c3ccccc3)c(=O)c2=O)CC1
→ 16	13	4	11	1.8	-3	-1	0.4	-23
> Cn1cnnc1SC(C(=O)Nc1cccc(C(F)(F)F)c1)c1ccccc1 (stereo not given)
→ 23	16	-8	20	0.1	-1	5	0.0	57
> CC(=O)Nc1ccc(S(=O)(=O)Nc2cccc(-c3cn4c(n3)SCC4)c2)cc1
→ 7	5	-2	6	1.9	0	-2	0.4	-3
> CS(=O)(=O)N1CCN(C(=O)c2csc3ccccc23)CC1
→ 12	3	-1	8	-0.9	4	1	-1.2	-23
> O=C(CSc1nc2ccccc2c(=O)n1-c1ccccc1)N1CCN(CCO)CC1
→ -11	12	7	15	0.9	-13	-2	-0.1	-20
> O=C(CSc1nnc(-c2ccncc2)n1CCc1ccccc1)N1CCCC1
→ 14	2	-2	12&5	-0.6	-8	12*	2.3	0
> CCC(CC)C(=O)NCc1ccc(OC)cc1
→ 2	5	0	6	0.8	-5	-1	2.6	7
> CCOC(=O)N1CCN(C(=O)COc2ccc(S(=O)(=O)Nc3ccc(OCC)cc3)cc2)CC1
→ -7	-4	-8	2	0.0	-8	-2	-2.0	8
> O=C(CN1C(=O)c2ccccc2S1(=O)=O)c1ccc(F)cc1
→ -7	13	5	2	-0.1	-5	-2	3.7	38
> OC1(c2ccc(Cl)cc2)CCN(Cc2cn[nH]c2-c2ccccc2)CC1
→ 11	4	-1	8	2.9	-5	2	5.2	13
> Cc1ccccc1-n1c(O)cc(=O)[nH]c1=S
→ 14	12	0	6	0.2	2	0	0.6	-1
> CC1CC(C)CN(S(=O)(=O)c2ccc(C(C)(C)C)cc2)C1 (stereo not given)
→ 32	14	1	9	-0.2	1	4	1.8	46
> O=C(NC1CC1)c1cc(OCC(F)(F)F)ccc1OCC(F)(F)F
→ -23	-4	-9	8	-0.1	3	-1	0.4	0
> c1cc2c(cc1-c1[nH]ncc1CN1CC3C[C@@H]4CC1C[C@H](C3)C4)OCO2
→ 6	7	-3	16	0.7	7	-1	0.7	-6
> CCNC(=O)C1CCCc2c1[nH]c1ccc(Cl)cc21 (stereo not given)
→ x	6	-2	6	2.5	1	-3	0.7	11
> CC1CN(C(=O)C(C)N2CCN(c3ccccc3Cl)CC2)CC(C)O1 (stereo not given)
→ -4	5	-7	4	-0.4	0	4	-0.6	7
> Cc1nc2cc(C(F)(F)F)ccc2n1C1CCN(C(=O)N2CCOCC2)CC1
→ 5	7	4	8&9	0.0	1	-2	-1.7	34
> CCN(CC(=O)Nc1cccc(Br)c1)Cc1nc2ccccc2c(=O)[nH]1
→ 0	20	14	7	0.3	-8	0	-2.0	-3
> Cc1sc2nc(CN(Cc3cccs3)C(=O)NC3CCCCC3)[nH]c(=O)c2c1C
→ 0	-8	-7	12&10	0.4	3	-2	0.4	61
> O=C(CSc1nnnn1C1CCCC1)N1CCCc2ccccc21
→ 10	8	-13	3	1.0	6	1	6.0	44
> Nc1c(NCCC2=CCCCC2)c(=O)[nH]c(=O)n1Cc1ccccc1
→ -2	-3	-9	x	-0.1	7	-1	-0.7	22
> O=C(CSCC(=O)OCC(=O)c1ccc(Br)cc1)Nc1ccc(Br)cc1
→ -6	6	-3	3	0.0	3	-2	-1.9	50
> CCOCCn1c(SCc2ccc(F)cc2)nc2c1c(=O)[nH]c(=O)n2C
→ 19	4	-7	9	-0.5	-2	-1	-3.0	0
> O=C(Cc1ccccc1)NCC(=O)OC(c1ccccc1)c1ccccc1
→ -2	8	-1	3	0.5	-1	0	0.5	13
> Cc1ccc(CSCc2ccc(C(=O)NCCCN3CCOCC3)o2)cc1
→ 13	5	-8	3	1.5	-1	3	2.3	11
> Cc1cccc(S(=O)(=O)Nc2nc3ccccc3nc2NCc2ccc3c(c2)OCO3)c1
→ -1	3	-4	8	2.1	-13	-2	0.5	32
> Cc1c(CCO)c(=O)[nH]n1S(=O)(=O)c1ccccc1
→ 1	6	-4	1	2.1	-2	2	0.5	1
> COc1cccc(OCC(=O)NNC(=O)C(=O)N2CCCC2)c1
→ 1	11	4	9	-0.1	1	3	-0.1	-2
> NC(=O)CC(NSc1ccccc1[N+](=O)[O-])C(=O)O (stereo not given)
→ 4	3	1	13	-0.3	-9	-2	-0.3	32
> CCn1cc(CNCc2cn[nH]c2-c2cc3ccccc3o2)cn1
→ 18	4	-4	2	0.4	-2	3	2.3	5
> CC(=O)C1=C(O)C(=O)N(C)C1c1ccccc1[N+](=O)[O-] (stereo not given)
→ 15	4	0	13	1.0	-2	-2	-2.9	4
> COc1cccc(-c2nc3ccccc3c(=O)o2)c1
→ 6	21	-5	5	-0.6	-5	-1	-2.5	26
> C=CCOC(=O)CSCC(NC(=O)OC(C)(C)C)C(=O)OCC (stereo not given)
→ 0	19	4	11	0.4	0	0	-3.6	19
> CC(C)C1N=C2c3ccccc3N=C(SCC(=O)c3ccc(O)c(O)c3)N2C1=O (stereo not given)
→ -11	10	-1	8	0.0	-19	0	-6.0	x
> O=C(CCN1CCN(C/C=C/c2ccccc2)CC1)Nc1ccccc1F
→ 28	10	8	6	0.8	1	3	2.1	-5
> COc1ccc(CCn2c(N)c(C#N)c3nc4ccccc4nc32)cc1OC
→ 9	-5	-3	8	-0.1	-16	-3	-0.8	5
> COc1cc2c(cc1OC)C(C(C)C)=NC(C)(C)C2
→ 16	-3	1	6	-0.1	-14	1	-1.3	19
> C=CCc1ccccc1OCC(O)CNC(=O)c1ccccc1C(=O)O (stereo not given)
→ 12	0	-5	7	-0.1	10	-4	1.6	-18
> CC(C)c1nc2ccccc2n1CC(O)COC1CCCCC1 (stereo not given)
→ 4	4	-2	2	-0.3	-1	-3	1.6	4
> O=C(CNS(=O)(=O)c1cccs1)NCc1ccc(F)cc1
→ 14	2	-6	10	0.6	-2	-2	1.2	-2
> COc1ccc(NC(=S)NCCCN2CCCC2)cc1
→ 10	12	1	12	1.5	-1	2	-2.0	2
> Cc1[nH]n(-c2ccccc2)c(=O)c1N=Nc1ccccc1C(=O)N1CCCCC1
→ -6	2	-4	3	-0.6	-7	4	-0.9	59
> COc1cc(NC(=O)Nc2ccccc2)c(OC)cc1NC(=O)CN1CCCCC1
→ 14	12	-1	17	73	-6	0	1.7	90*
> FC(F)(F)c1cccc(Cn2c3[n+](c4ccc(C(F)(F)F)cc42)CCCCC3)c1
→ 25	4	1	7	-0.9	8	-2	1.2	4
> Cc1ccc2cccc(OCC(=O)NCc3ccco3)c2n1
→ -9	11	9	0	-2.3	-6	-2	0.8	30
> O=c1c2cc(N3CCOCC3)ccc2[nH]c(=S)n1Cc1ccccn1
→ 27	11	1	8	0.0	-18	3	0.9	5
> O=S(=O)(Nc1ccc2oc(-c3ccccc3)nc2c1)c1ccccc1
→ -1	-5	-5	8	-0.1	-7	2	3.7	x
> COc1ccccc1-c1ccc(NC2CCCC2)nn1
→ 6	11	5	19&10	x	-1	0	2.7	24
> Cc1cc(C)cc(OCC(=O)NNC(=O)c2cc3ccccc3oc2=O)c1
→ 21	15	1	1	0.8	5	-2	-0.1	-29
> Cc1ccccc1Nc1nnc(SCC(=O)N(C)C2CCS(=O)(=O)C2)s1 (stereo not given)
→ 13	-3	-10	7	1.2	34	1	2.0	23
> CCC(=O)N1CCc2cc(S(=O)(=O)NCCC(=O)N3CCN(c4ccccn4)CC3)ccc21
→ 4	7	0	7	-2.7	2	4	-3.0	11
> O=C(Nc1ncccn1)c1ccc([N+](=O)[O-])o1
→ 14	5	-4	5	0.4	-14	4	-4.2	-12
> CCOc1ccc(OCC)c(NC(=O)CC2Oc3ccccc3NC2=O)c1 (stereo not given)
→ 13	4	3	14	1.7	4	2	-1.1	26
> O=C1Nc2ccccc2N(O)N1c1cc(-c2ccc(Cl)cc2)[nH]n1
→ -2	1	1	5	-0.2	-8	-1	1.1	-15
> CC(=O)c1sc(=S)n(-c2ccccc2)c1C
→ 5	23	11	11	-1.1	-26	-3	-1.1	1
> CCn1ncc(/C=N\NC(=O)c2cc(-c3ccc(C)cc3C)nc3ccccc23)c1C
→ -6	-3	-4	8	-0.9	-23	1	-14	5

# (further entries)
# Screens in order – PPC-1+TRAIL kill	FXIIa inh	FXIa inh 1536	PGE2 EP2 inh	zVAD death inh	Tb hexokinase	Wee1 stabilizer	TNF death inh	CHOP inhibitor
> O=C(NCCN1CCN(c2ccccc2)CC1)C1CCN(S(=O)(=O)c2cccs2)CC1
→ 12	-1	0	10	-0.3	3	0	-4.5	19
> Cn1c(SCc2nc3cc(C(=O)O)ccc3c(=O)[nH]2)nnc1C(F)(F)F
→ 2	0	-1	10	1.6	-5	0	-0.7	24
> COc1ccccc1N1CCN(C(=O)CSc2nc(C)c(Cc3ccccc3)c(=O)[nH]2)CC1
→ 19	-2	-2	4	0.6	-7	-2	-0.4	25
> c1ccc2sc(Sc3ncnc4sccc34)nc2c1
→ 13	3	1	6	-0.3	32	1	-12	65
> CCN1CCN(CCOc2cccc(Cl)c2Cl)CC1
→ 19	7	-3	6	0.4	7	-3	2.6	1
> C=CCn1c(SCC(=O)Nc2cc(C)on2)nc2sc(CC)cc2c1=O
→ -14	19	15	11	-0.4	-15	-2	-0.1	61
> Cc1cc(C)n(-c2ccc(C(F)(F)F)cc2[N+](=O)[O-])n1
→ x	6	-4	21	2.6	-1	-3	1.0	28
> COC(=O)c1c(C)[nH]c(C)c1-c1ccc([N+](=O)[O-])cc1
→ 12	10	1	2	0.0	-6	1	-2.3	27
> CN(Cc1ccc(F)cc1)C(=O)c1cccc(OC2CCN(C3CCCC3)CC2)c1
→ -14	13	0	4	-0.5	0	-1	2.4	11
> CCN(CC(=O)Nc1ccc(N2CCOCC2)cc1)C(=O)c1ccc(C#N)cc1
→ 6	7	-2	7	2.6	1	-1	-0.1	44
> Cc1cc(N2CCN(S(=O)(=O)c3ccccc3)CC2)c2ccccc2n1
→ -2	12	2	8	-0.2	-17	1	-2.2	2
> CCN(CC)CC#CCC(C)(c1ccccc1)c1ccccc1
→ 13	10	1	9	0.1	2	5	-4.1	37
> CCOC(=O)/C(N=Nc1ccc2c(c1)OCO2)=C(\C)O
→ 7	5	-7	4	1.8	-11	0	-1.1	-25
> CCc1cc(CNC(=O)CC2C(=O)NCCN2CC2CCCCC2)on1 (stereo not given)
→ x	8	-2	9	0.1	-6	-4	-0.1	-9
> CCOc1ccc(-n2c(CCc3ccccc3)n[nH]c2=S)cc1
→ 15	8	0	7&14	2.1	-3	-1	-1.2	7
> CCCn1c(CN2CCN(C(=O)OCC)CC2)nc2c1c(=O)n(C)c(=O)n2C
→ -8	4	-1	7	-0.6	1	-3	-0.1	6
> O=C1CN(C(=O)COC(=O)CCC(=O)c2ccc3c(c2)OCCO3)c2ccccc2N1
→ 10	19	3	10	-0.2	50*	1	-0.5	23

# These rows are one share of the data; rates above refer to the full screens.
